GPR151 activ – activates the human receptor GPR151; PathHunter beta-arrestin GPR151 cells, luminescence; activation, % at 11.2 µM; 1% of 650,000 active; in the data active = activation above about 4.9%;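 note: 0% = median of compound wells and 100% = cells with positive control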
TEAD-YAP block – TEAD-YAP interaction inhibition | inhibition, % at 9.12 µM | 1.4% of 640,000 active | HEK-TIYL cells, TEAD-Gal4/YAP UAS-luciferase luminescence; in the data active = inhibition above about 32%;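 note: 0% = median of test compound wells and 100% = reference inhibitor wells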
MITF inh – human MITF inhibition, primary screen; AlphaScreen MITF homodimerization, bead proximity signal; inhibition, % at 2.6 µM; 0.91% of 650,000 active; in the data active = inhibition above about 50%;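 note: 0% = vehicle wells with protein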
FBW7 activator – activators of human E3 ligase FBW7; normalized activity (activation), % at 26.1 µM; AlphaScreen FBW7–phospho-cyclin E peptide binding, activator screen; Q969H0; 0.13% of 650,000 active; in the data active = normalized activity above about 1.9%;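 note: purified mutant Fbw7 with reduced substrate affinity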
Target sequence (Q969H0 whole entry, looked up): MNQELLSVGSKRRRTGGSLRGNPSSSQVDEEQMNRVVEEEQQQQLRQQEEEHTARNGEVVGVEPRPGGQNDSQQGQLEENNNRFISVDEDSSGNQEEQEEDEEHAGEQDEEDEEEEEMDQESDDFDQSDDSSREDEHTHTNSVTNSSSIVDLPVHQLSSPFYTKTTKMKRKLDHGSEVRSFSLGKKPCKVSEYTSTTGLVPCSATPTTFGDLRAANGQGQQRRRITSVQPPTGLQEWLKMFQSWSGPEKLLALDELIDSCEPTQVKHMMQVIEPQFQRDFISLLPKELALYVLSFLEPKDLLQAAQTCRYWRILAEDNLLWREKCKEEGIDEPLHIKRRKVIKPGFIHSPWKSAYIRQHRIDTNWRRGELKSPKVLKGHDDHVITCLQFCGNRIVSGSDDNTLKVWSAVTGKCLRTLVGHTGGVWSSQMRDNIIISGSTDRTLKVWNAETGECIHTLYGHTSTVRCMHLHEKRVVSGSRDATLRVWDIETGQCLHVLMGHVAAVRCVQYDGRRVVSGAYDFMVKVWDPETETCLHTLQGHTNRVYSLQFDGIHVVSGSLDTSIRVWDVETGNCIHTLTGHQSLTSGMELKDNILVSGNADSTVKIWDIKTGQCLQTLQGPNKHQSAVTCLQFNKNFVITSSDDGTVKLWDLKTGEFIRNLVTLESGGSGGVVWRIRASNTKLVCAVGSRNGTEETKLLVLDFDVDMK
* = called active by the depositor.

mol	GPR151 activ	TEAD-YAP block	MITF inh	FBW7 activator
Cc1ccc(NC(=O)CN(c2ccc(Br)cc2)S(C)(=O)=O)cc1	0.6	-59	17	0.1
COc1ccc(/C=C(\C#N)c2nn(CCO)c(N)c2C#N)c(OC)c1	1.7	-2	-13	0.3
O=C(CN1CCN(Cc2ccccc2)C1=O)NC1CCCCCCC1	-0.1	-4	6	0.7
CCCNS(=O)(=O)c1ccc(OCC(=O)Nc2ccc3c(c2)OCO3)cc1	0.9	6	19	0.1
COc1ccc(OC)c(NC(=O)/C=C/c2ccc(Cl)cc2Cl)c1	0.9	-12	1	-0.1
COc1ccc(C(=O)NC(=S)N2CCNC(=O)C2)cc1Br	2.2	-7	12	0.1
O=C1C2C3C=CC(CC3)C2C(=O)N1c1ccc(I)cc1 (stereo unspecified)	0.7	4	12	0.0
COc1cc(C2N(S(=O)(=O)c3ccc(C)cc3)CCN2S(=O)(=O)c2ccc(C)cc2)ccc1O	-0.2	-2	-7	-0.1
O=C(NC1CCN(Cc2ccccc2)CC1)c1cccc(N2CCN(Cc3ccc4c(c3)OCO4)CC2)n1	0.4	-2	9	-0.3
CCn1c2ccccc2c2cc(CNC34CC5CC(CC(C5)C3)C4)ccc21	3.8	-2	11	0.0
COc1ccc(-c2nnc3ccc(SCC(=O)Nc4ccc5c(c4)OCCO5)nn23)cc1	1.0	-1	1	-0.2
O=C(NC(=S)NCCC1=CCCCC1)c1ccco1	1.0	-16	15	-0.1
CCN1C(=O)/C(=C\c2ccccc2O)C(C(=O)OC)=C1C	-1.3	8	13	0.0
COC(=O)c1cc(S(=O)(=O)NCc2ccc(Cl)cc2)cn1C	-0.2	-4	4	-0.2
CC(C)N(C(=O)CSc1nnc2sc3ccccc3n12)c1ccccc1	1.5	-11	13	0.0
O=C(Cc1cccs1)NCc1ccccc1F	-1.0	-15	9	1.0
CCOC(=O)C1=C(C)NC2=C(C(=O)C(C(=O)OCC)C(c3ccc(OC)cc3)C2)C1c1ccccc1 (stereo unspecified)	1.4	15	4	0.1
COc1ccc(Cl)cc1N(CC(=O)NCCSc1nc2ccccc2s1)S(=O)(=O)c1ccccc1	-0.2	0	16	-0.1
CCNC(=S)N1CCN(S(=O)(=O)c2cccc(Cl)c2Cl)CC1	-0.3	0	13	0.0
CCOc1ccc2c(c1)sc(=NC(=O)c1cc3cc([N+](=O)[O-])ccc3s1)n2C	0.1	2	3	-0.3
CC(=O)NC(Cc1ccccc1)C(=O)NC1CCN(C(=O)c2ccccc2)CC1 (stereo unspecified)	2.0	-9	-4	0.1
COc1ccc(OC)c(NCC(O)Cn2c3ccc(Br)cc3c3cc(Br)ccc32)c1 (stereo unspecified)	-0.8	-1	1	-0.1
COc1ccccc1N(CC(=O)NCc1ccc(C)cc1)S(C)(=O)=O	1.6	-3	-1	0.0
Cc1cccc(OCCOc2ccccc2/C=N/n2cnnc2)c1	-0.8	-4	-15	-0.1
Cc1ncc(CN2CCCC(C(=O)Nc3ccc(-c4cscn4)cc3)C2)cn1 (stereo unspecified)	-0.1	11	3	-0.1

2 compounds drawn at random from those above, as already listed:
mol	GPR151 activ	TEAD-YAP block	MITF inh	FBW7 activator
CCOc1ccc2c(c1)sc(=NC(=O)c1cc3cc([N+](=O)[O-])ccc3s1)n2C	0.1	2	3	-0.3
COc1cc(C2N(S(=O)(=O)c3ccc(C)cc3)CCN2S(=O)(=O)c2ccc(C)cc2)ccc1O	-0.2	-2	-7	-0.1

Part of the list above, with values under each structure.
Values run as follows: GPR151 activ | TEAD-YAP block | MITF inh | FBW7 activator
COc1ccc(-c2nnc3ccc(SCC(=O)Nc4ccc5c(c4)OCCO5)nn23)cc1
 : 1.0 | -1 | 1 | -0.2
O=C(NC(=S)NCCC1=CCCCC1)c1ccco1
 : 1.0 | -16 | 15 | -0.1

Carrying on:
mol	GPR151 activ	TEAD-YAP block	MITF inh	FBW7 activator
COc1ccc(NCN2C(=O)c3ccccc3C2=O)c(OC)c1	-0.2	7	21	-0.1
CC(=O)N1CCN(c2ccccc2NC(=O)c2ccc(F)cc2)CC1	-0.3	-5	27	-0.1
CCn1c(O)c2ccc(C(=O)N=NC(=O)c3cccnc3)cc2c1O	-1.9	9	20	0.5
Cc1ccc(NC(=O)Cn2c(-c3nonc3N)nc3ccccc32)cc1Br	-0.2	-6	-1	0.1
CC(C)(C)C1=NN(C(=O)c2ccc(I)cc2)C(O)(C(F)(F)F)C1 (stereo unspecified)	0.9	-6	-10	-0.1
COc1ccc2c(c1)C(c1ccc(N3CCOCC3)cc1)=NNC(c1ccncc1)=N2	-0.1	-1	-4	0.0
CCc1cccc(C)c1NC(=O)CCN1C(=O)c2ccccc2C1=O	-0.1	-6	-17	0.6
CCCNC(=O)Nc1ccc(C(=O)NCc2cccnc2)cc1	-0.3	3	1	-0.1
COc1ccc(OC)c2sc(NC(=O)CSc3ccccc3)nc12	-1.1	11	-3	-0.1
O=C(NC1CCN(Cc2ccccc2)CC1)c1ccnc(N2CCCC2CO)c1 (stereo unspecified)	-0.5	0	2	0.3
O=[N+]([O-])c1cc(-c2ccn[nH]2)c(Cl)cc1Cl	-0.4	-8	-9	0.0
O=C(CSc1ncnc2c1nnn2Cc1ccccc1)Nc1ccc2c(c1)OCCO2	-0.7	-1	22	1.3
C=C(C)CN(CC)C(=O)CSc1ncnc2sccc12	-0.2	-10	12	-0.1
COc1cccc(NC(=O)C2CCN(c3cnccn3)CC2)c1	-0.2	11	-9	0.2
Cc1ccc(Cn2c(C(=O)O)c(CNC3CCCC3)c3ccccc32)cc1	-0.5	2	-11	0.1
Cc1nn(C(C)C(=O)NCc2cccs2)c(=O)c2cc3occc3n12 (stereo unspecified)	-0.2	-5	7	-0.1
CC(=O)c1cc(C#N)c(SCC(=O)Nc2nccs2)nc1C	1.0	-40	1	0.0
c1cc(-c2ccsc2)c2nc(N3CCN(c4ncnc5nc[nH]c45)CC3)ccc2c1	-1.1	5	14	-0.1
O=C(Nc1ncn[nH]1)c1ccc(F)c(S(=O)(=O)N2CCOCC2)c1	0.0	3	0	-0.2
CCn1c2ccccc2n2c(=O)n(Cc3nccc(OC)c3OC)nc12	0.4	14	3	0.0
CCC1CCCCN1CCCNC(=O)CCn1nc(-c2ccc(Cl)cc2)ccc1=O (stereo unspecified)	-1.2	9	3	-0.1
CCOC(=O)C1CCN(C(=O)c2ccc(CNS(=O)(=O)c3ccc(Cl)cc3)cc2)CC1	1.5	-5	-8	0.0
Cn1c(=O)c2c(nc(N3CCc4ccccc4C3)n2Cc2ccc(Br)cc2)n(C)c1=O	0.6	3	17	0.0
COc1ccc(Cn2c(=O)[nH]c3c(C(N)=O)nc(C4CCCCC4)nc32)cc1	-0.8	-10	-9	-0.3
c1ccc2c(c1)OCCOCCOCCOCCOc1ccccc1OCCO2	-0.8	21	-5	0.2

mol	GPR151 activ	TEAD-YAP block	MITF inh	FBW7 activator
O=C1N[C@@H](CO)C(=O)N2CCN(C(=O)c3ccc4ccccc4c3)C[C@H]12	0.2	-3	-10	0.4
COc1ccc(/C=N/NC(=O)CNc2ccc(Cl)cc2)cc1	-0.5	7	10	0.0
CCCCCn1c(SCC(=O)C(C)(C)C)nc2cc(C(=O)NC3CCCCC3)ccc2c1=O	0.6	-3	0	0.0
COc1ccccc1/C=C/CN1CCOCC1	-0.6	-1	45	0.0
CCOC(=O)C1=C(C)NC(=O)NC1c1ccccc1Cl (stereo unspecified)	0.6	1	2	0.0
NC(=O)C1CCN(C(=O)c2ccc(C#Cc3ccccc3)o2)CC1	1.7	-31	-1	0.0
COC(=O)C1C(c2ccccc2)=NN(c2ccccc2)C1C(=O)OC (stereo unspecified)	-1.2	-2	-19	1.2
Cc1ccc(NCC(=O)N/N=C/c2ccccn2)cc1	-0.1	-45	25	-0.8
Cc1ccc(OCCOCCn2cnc3ccccc3c2=O)c(Br)c1	3.1	3	9	0.5
CCC(CC)C(=O)Nc1nnc(S(=O)(=O)N2c3ccccc3CC2C)s1 (stereo unspecified)	-0.2	10	12	0.5
COCCn1c(=O)c2sc3ccccc3c2n(CC(=O)N2CCCc3ccccc32)c1=O	-0.7	10	-10	-0.1
CCOC(=O)N1CCN(c2cc(C)c([N+](=O)[O-])cc2F)CC1	1.5	-3	-8	0.1
COc1cc(Br)c(/C=C2\NC(=S)NC2=O)cc1OC	1.1	-9	7	0.1
CCN(CC)c1ccc(/C=N/n2c(C)nnc2-n2nc(C)cc2C)cc1	-0.9	7	-12	0.3
COC(=O)c1c(NC(=O)C2Cc3ccccc3C(=O)O2)sc2c1CCCC2 (stereo unspecified)	1.3	-8	7	-0.1
Cn1ncc(C#N)c1NC(=O)C1CC(c2c(F)cccc2Cl)=NO1 (stereo unspecified)	-1.0	-1	18	0.2
O=C1Nc2ccccc2/C1=C/c1ccccc1Cl	-0.6	-15	-2	-0.1
CCc1cccc(C)c1NC(=O)c1cc(S(=O)(=O)NCc2ccc(C)cc2)ccc1F	-0.4	0	-4	0.0
Cc1cccc(NC(=O)c2cccnc2)c1C	-1.0	0	7	-0.1
CN(c1c(-c2ccccc2)c(=O)c1=O)C1CCCCC1	-1.5	-8	8	-0.2
CC1=NN(c2nc3ccccc3nc2-n2nc(C)cc2C)C(=O)C1	1.4	7	1	0.0
Cc1ccc(-c2[nH]nc3c2C(c2ccoc2)C(C#N)=C(N)O3)cc1C (stereo unspecified)	-0.7	-7	13	-0.1
CSc1ccc(CN2CCCC(c3ccn[nH]3)C2)cc1 (stereo unspecified)	-1.3	17	6	0.0
CCOC(=O)CSc1cc(=O)n(CC)c2ccccc12	1.9	7	2	-0.1
CCn1nnc(NC(=O)C(c2ccccc2)c2ccccc2)n1	-0.2	-13	8	0.3

Gathered by group, those above containing a nitro group on carbon.
mol	GPR151 activ	TEAD-YAP block	MITF inh	FBW7 activator
CCOc1ccc2c(c1)sc(=NC(=O)c1cc3cc([N+](=O)[O-])ccc3s1)n2C	0.1	2	3	-0.3
O=[N+]([O-])c1cc(-c2ccn[nH]2)c(Cl)cc1Cl	-0.4	-8	-9	0.0
CCOC(=O)N1CCN(c2cc(C)c([N+](=O)[O-])cc2F)CC1	1.5	-3	-8	0.1

New compounds follow:
mol	GPR151 activ	TEAD-YAP block	MITF inh	FBW7 activator
Cc1ccccc1-c1nnc(SCC(=O)O)n1-c1ccccc1	1.5	-25	7	0.1
Cc1cc2ncn(CC(O)COc3ccc(I)cc3)c2cc1C (stereo unspecified)	2.4	1	-5	0.0
COc1ccc(C2NC(=O)NC(C)=C2C(=O)c2ccccc2)c(OC)c1 (stereo unspecified)	2.5	-10	-9	-0.1
Cc1ccc(C(=O)Nc2c3c(nn2-c2cccc(C)c2C)CS(=O)(=O)C3)cc1[N+](=O)[O-]	-0.3	0	5	-0.1
Cc1ccc(CNC(=O)Cc2cccs2)cc1	1.7	-15	16	0.5
Cc1ccc(C(=O)COC(=O)c2cc3ccccc3oc2=O)cc1	1.3	-1	3	0.1
Cc1cccc(CSc2nn3c(=O)c(C)nnc3s2)c1	1.0	-5	20	0.3
Cc1cc(Br)cc(C)c1OCCNCCN(C)C	1.2	-3	20	-0.2
N#Cc1ccsc1NC(=O)c1cccs1	-1.9	-16	-8	-0.1
CCOC(=O)C1(CC)NC(c2ccc(F)cc2)C2C(=O)N(CC)C(=O)C21 (stereo unspecified)	0.9	2	-13	0.0
COC(=O)c1c(C)oc2ccc(OC(=O)c3ccc(C)cc3)cc12	2.3	-1	2	-0.1
O=C(Nc1ccc2oc(-c3ccc(Cl)cc3)nc2c1)c1ccccc1I	1.2	3	6	-0.1
COc1cc(C2C(C#N)=C(N)N(c3ccc(C)cc3)C3=C2C(=O)CCC3)cc(OC)c1OC (stereo unspecified)	-1.4	61*	10	0.2
COCCCNS(=O)(=O)c1cc(Cl)ccc1Cl	0.4	-4	7	0.0
Cc1cccc(CS(=O)(=O)Cc2ccc(C(=O)NC3CCCC3)o2)c1	0.5	1	3	-0.2
O=S(=O)(c1ccc(/C=C/c2ccccc2)cc1)N1CCCC1	-0.5	-8	11	0.5
Cc1cccc(NC(=S)N(Cc2cccc(Br)c2)CC2CCC(C(=O)O)CC2)c1 (stereo unspecified)	0.1	-7	-1	0.0
S=c1[nH]nc(-c2ccncc2)n1-c1ccc(Br)cc1	0.8	-11	-4	0.0
CC1CCCC(C)N1C(=O)c1ccc(I)cc1 (stereo unspecified)	0.4	-3	14	0.0
O=C(N/N=C/c1c[nH]c2ccccc12)c1ccc(Cl)cc1	0.1	-11	12	0.2
CS(=O)(=O)N(CC(=O)Nc1ccccc1Cl)c1ccc(Cl)cc1Cl	0.9	-2	1	0.2
CCCCCCOc1ccc(N2C(=O)CC(N3CCC(C(N)=O)(N4CCCCC4)CC3)C2=O)cc1 (stereo unspecified)	-0.7	-6	3	0.1
CCN1C=C/C(=C/c2cccc[n+]2C)c2ccccc21	-0.1	82*	-5	-0.1
O=C(CCCc1nc2ccccc2c(=O)[nH]1)NC1CCCC1	0.8	9	5	-0.3
Cn1c(SCc2cccc(C#N)c2)nc2ccccc2c1=O	0.6	2	8	0.3

mol	GPR151 activ	TEAD-YAP block	MITF inh	FBW7 activator
CS(=O)(=O)NCCN1CCN(c2ccccc2F)CC1	2.7	6	8	0.1
COc1ccc(OC(C)C(=O)Nc2ccc(I)cc2C)cc1 (stereo unspecified)	1.1	-3	1	0.0
Cc1cc(=O)oc2cc(Cl)c(O)cc12	-0.2	-22	-4	0.0
COc1ccccc1CNC(=O)c1cc2c(=O)n3ccccc3nc2s1	0.4	-2	5	-0.1
CC(=O)NC(NC(C)=O)c1ccc([N+](=O)[O-])cc1	-0.4	6	0	-0.1

High-throughput results deposited in PubChem by The Scripps Research Institute Molecular Screening Center.
